Bioassay records from PubChem.
TDP-43 yeast inh: qHTS of TDP-43 Inhibitors | TDP-43 expressing yeast growth rescue, BacTiter-Glo, 24 h | Potency, µM (top dose mostly 46.1 µM), without a hit: top-dose growth rescue (activation), hits mostly activators | 410,000 tested, 1.8% active; further: % of control where 0% means no effect; nearly all actives have a fitted effect of over 50% in size
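In this qHTS, compounds that restore growth of yeast expressing TDP-43 appear as activators. Cells (OD600=0.02, galactose medium, raffinose-pregrown) are incubated with compound 24 hr at 30 deg C and growth is quantified by BacTiter-Glo.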
EPAC1 antag: qHTS for Antagonist of cAMP-regulated guanine nucleotide exchange factor 3 (EPAC1): primary screen; EPAC1 GEF assay, Rap1b-BODIPY-GDP exchange fluorescence; Potency, µM (top dose mostly 115 µM), inactives show top-dose activity change, negative = inhibition, hits mostly inhibitors; 360,000 tested, 0.14% active; AID 720709, 2013;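 further: plate controls were vehicle for no effect and positive control for full effect; nearly all actives have a fitted effect of over 50% in size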
FUS yeast rescue: qHTS for Suppressors of FUS Proteinopathy: Primary screen using FUS-linked yeast assay; S. cerevisiae FUS-expressing, growth rescue, OD600, 24 h; Potency, µM (series often up to 76.6 µM), without a hit: at the top dose growth rescue (activation), most hits filed as activators; 390,000 tested, 0.24% active;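 further: plate controls were DMSO vehicle for no effect and reference control for full effect; nearly all actives have a fitted effect of over 55% in size; some results filed as inactive show a strong effect at the top dose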
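Compound concentration series was pinned onto galactose-induced FUS-expressing yeast seeded at OD 0.005. Plates sat 24hr at 30C; absorbance at 600 nm gave growth. DMSO served as background control.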
EPAC2 antag: qHTS for Antagonist of cAMP-regulated guanine nucleotide exchange factor 2 (EPAC2): primary screen. Rap guanine nucleotide exchange factor 4 (Homo sapiens), Q8WZA2. EPAC2 GEF exchange of Rap1B-BODIPY-GDP, fluorescence. Potency, µM (titrated, usually from 114 µM), without a hit: at the top dose activity, negative = inhibition, most hits filed as inhibitors. 360,000 tested, 0.18% active. AID 720708, 2013; further: on the % scale 0 is the no-effect control and ±100 the full control effect; nearly all actives have a fitted effect of over 45% in size; many of its hits are not listed in these tables
aSyn rescue: qHTS of alpha-syn Inhibitors; Yeast expressing alpha-synuclein, growth rescue, BacTiter-Glo, 24 h; Potency, µM (top dose mostly 46.1 µM), for inactives: top-dose growth rescue (activation), most hits filed as activators; 370,000 tested, 0.14% active; further: % of control where 0% means no effect; nearly all actives have a fitted effect of over 65% in size
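Screening used galactose-induced yeast with toxic alpha-synuclein levels, exposed to compound for 24 hr at 30 deg C. Cell growth, read with BacTiter-Glo luminescence, gave the measured signal.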
PTHR1 agonist: qHTS for PTHR1 Agonists: Primary Screen; AID 743266, 2014; HEK293 GP2 PTHR1 cells, GloSensor cAMP luminescence, 1 h; Parathyroid hormone/parathyroid hormone-related peptide receptor (Homo sapiens), Q03431; Potency, µM (highest dose often 115 µM), for the others: at the top dose activation, hits mostly activators; 410,000 tested, 0.075% active; further: nearly all actives have a fitted effect of over 55% in size; some results filed as inactive show a strong effect at the top dose; inactives centre near -15; many of its hits are not listed in these tables
Target sequence (Q03431 whole entry, looked up): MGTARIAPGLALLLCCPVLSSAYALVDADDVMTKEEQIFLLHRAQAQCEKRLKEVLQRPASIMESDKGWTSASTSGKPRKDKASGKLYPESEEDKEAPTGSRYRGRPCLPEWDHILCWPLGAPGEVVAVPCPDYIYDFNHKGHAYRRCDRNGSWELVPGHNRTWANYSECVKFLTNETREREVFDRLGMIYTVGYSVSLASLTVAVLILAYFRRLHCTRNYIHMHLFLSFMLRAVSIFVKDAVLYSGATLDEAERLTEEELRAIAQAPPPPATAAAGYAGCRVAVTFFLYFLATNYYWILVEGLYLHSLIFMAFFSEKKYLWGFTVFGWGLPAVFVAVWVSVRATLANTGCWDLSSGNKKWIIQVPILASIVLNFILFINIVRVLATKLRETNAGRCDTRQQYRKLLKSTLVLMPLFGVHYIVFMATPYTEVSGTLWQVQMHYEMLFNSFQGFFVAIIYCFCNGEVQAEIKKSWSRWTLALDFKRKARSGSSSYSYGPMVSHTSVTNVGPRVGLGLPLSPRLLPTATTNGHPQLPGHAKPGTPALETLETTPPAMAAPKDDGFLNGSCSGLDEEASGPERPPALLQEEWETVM
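HEK-293-derived GP2 cells expressing PTHR1 and a GloSensor cAMP reporter, 3,000/well, plated overnight, given luciferin plus IBMX (each 0.5 mM as added) for 1 h at 37 °C, then compound for 1 h at 37 °C. Luminescence was read after 15 min at room temperature.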
EPAC1 ag: qHTS for Agonist of cAMP-regulated guanine nucleotide exchange factor 3 (EPAC1): primary screen | EPAC1 agonist qHTS, biochemical assay; response scale: 100% = response to 6.5 mM cAMP | Potency, µM (series often up to 154 µM), without a hit: top-dose activation, most hits filed as activators | 360,000 tested, 0.073% active; further: nearly all actives have a fitted effect of over 60% in size
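Nucleotide exchange assay: 100 nM EPAC1 with 250 nM Rap1B loaded with BODIPY-GDP and 50 uM GDP, room temperature. Fluorescence (480/540 nm) read every 5 min for 30 min; signal change normalized to 6.5 mM cAMP as full agonist.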
EPAC2 ag: qHTS for Agonist of cAMP-regulated guanine nucleotide exchange factor 4 (EPAC2): primary screen; Rap guanine nucleotide exchange factor 4 (Homo sapiens), Q8WZA2; EPAC2 activation, biochemical qHTS; response scale: 100% = 6.5 mM cAMP response; Potency, µM (series often up to 154 µM), for the others: at the highest dose activation, usual class: activators; 360,000 tested, 0.079% active; AID 720711, 2013; further: nearly all actives have a fitted effect of over 50% in size
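Setup: EPAC2 100 nM, labeled Rap1B complex 250 nM, free GDP 50 uM. Compound titrations pinned in, brief spin, 5 min room temperature incubation. Kinetic fluorescence read over 30 min, normalized to 6.5 mM cAMP.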
* hit, by the source's call; i = inactive; ? = inconclusive; · = not tested or not shown; [ ] = remark or other dose. The call rests on the fitted dose curve; in most records, active means well fitted curve in the direction sought with a large enough effect; inconclusive means small, poorly fitted or top-dose-only effect, or another doubt; inactive means no such curve, though single readings can be large; an effect the other way counts as inactive or inconclusive. Potency means the concentration at half of the fitted maximal effect. Not all compounds are listed (hit frequency here may not be typical).

no. | Molecule | TDP-43 yeast inh | EPAC1 antag | FUS yeast rescue | EPAC2 antag
1 | O=C(NCc1ccccc1)C(c1ccccc1)N(C(=O)c1csnn1)C1CCCC1 (configuration not stated) | -1% | -1% | 35% | -12%
2 | O=C(O)C1CCN(C(=O)NC2CCCCC2)CC1 | -1% | 13% | -3% | -14%[57.1 µM]
3 | O=[N+]([O-])c1cccnc1N1CCC(c2cc(-c3ccc(Cl)cc3Cl)n[nH]2)CC1 | ? | -18% | 25µM* | -13%
4 | COCCCn1c(=O)cc(C)[nH]c1=S | 12% | 1% | -17% | 12%
5 | COc1ccc(Sc2ncnc3onc(C)c23)cc1 | 4% | -8% | -17% | 4%
6 | O=C(CN1CCCC1)N1c2ccccc2Sc2ccccc21 | 20% | -18% | · | -1%
7 | COc1ccc(N(C(=O)CSCC(=O)Nc2cc(C)on2)C(C(=O)NC2CCCCC2)c2ccc(O)c(O)c2)cc1 (configuration not stated) | -9% | 1% | 16% | 0%
8 | CCN(CC)S(=O)(=O)c1ccc(N2CCCC2)c(NC(=O)CN2C(=O)NC3(CCCC3)C2=O)c1 | 10% | -15% | 28% | 6%
9 | CCc1ccc(N(CC(=O)NC2CCCC2)C(=O)CCC(=O)Nc2cc(C)on2)cc1 | -6% | -11% | ? | -2%
10 | CC1(C)CC[C@]2(CO)CC[C@]3(C)C(=CCC4[C@@]5(C)CC[C@H](O)[C@@](C)(CO)C5CC[C@]43C)[C@@H]2C1 (some centres not stated) | 4% | 9% | -3% | -11%

no. | aSyn rescue | PTHR1 agonist | EPAC1 ag | EPAC2 ag
1 | 11% | i | 4% | 10%
2 | -6% | i | 1% | 21%
3 | ? | i | 2% | 12%
4 | -6% | -16% | -11% | 5%
5 | -1% | -1% | 2% | 10%
6 | -5% | i | 4% | 11%
7 | -1% | i | 13% | 5%
8 | -1% | -12% | -9% | -4%
9 | 2% | -7% | -5% | 2%
10 | 10% | -2% | 13% | -11%

Reformatted with one line to a screen: part of the list above.
8: CCN(CC)S(=O)(=O)c1ccc(N2CCCC2)c(NC(=O)CN2C(=O)NC3(CCCC3)C2=O)c1
3: O=[N+]([O-])c1cccnc1N1CCC(c2cc(-c3ccc(Cl)cc3Cl)n[nH]2)CC1
7: COc1ccc(N(C(=O)CSCC(=O)Nc2cc(C)on2)C(C(=O)NC2CCCCC2)c2ccc(O)c(O)c2)cc1 (configuration not stated)

assay / entry	8	3	7
TDP-43 yeast inh	10%	?	-9%
EPAC1 antag	-15%	-18%	1%
FUS yeast rescue	28%	25µM*	16%
EPAC2 antag	6%	-13%	0%
aSyn rescue	-1%	?	-1%
PTHR1 agonist	-12%	i	i
EPAC1 ag	-9%	2%	13%
EPAC2 ag	-4%	12%	5%

The main list resumes; the 5 compounds before the break are reprinted first.
no. | Molecule | TDP-43 yeast inh | EPAC1 antag | FUS yeast rescue | EPAC2 antag
6 | O=C(CN1CCCC1)N1c2ccccc2Sc2ccccc21 | 20% | -18% | · | -1%
7 | COc1ccc(N(C(=O)CSCC(=O)Nc2cc(C)on2)C(C(=O)NC2CCCCC2)c2ccc(O)c(O)c2)cc1 (configuration not stated) | -9% | 1% | 16% | 0%
8 | CCN(CC)S(=O)(=O)c1ccc(N2CCCC2)c(NC(=O)CN2C(=O)NC3(CCCC3)C2=O)c1 | 10% | -15% | 28% | 6%
9 | CCc1ccc(N(CC(=O)NC2CCCC2)C(=O)CCC(=O)Nc2cc(C)on2)cc1 | -6% | -11% | ? | -2%
10 | CC1(C)CC[C@]2(CO)CC[C@]3(C)C(=CCC4[C@@]5(C)CC[C@H](O)[C@@](C)(CO)C5CC[C@]43C)[C@@H]2C1 (some centres not stated) | 4% | 9% | -3% | -11%
11 | N#Cc1ccc(C(=O)OCCc2cc3ccccc3c(=O)o2)cc1 | 27% | 11% | -31% | -1%
12 | COc1ccc(C(=O)Nc2nc(-c3ccc([N+](=O)[O-])cc3)c(-c3ccc(OC)cc3)s2)cc1 | 2% | 457%[activator] | · | 136%[activator]
13 | Cc1csc(NC(=O)c2c(-c3c(Cl)cccc3Cl)noc2C)n1 | 0% | 9% | 17% | -2%
14 | CC(C)=CC(=O)Nc1ccc(S(=O)(=O)Nc2onc(C)c2C)cc1 | -10% | 6% | 16% | 6%
15 | COc1ccc(N2CCN(CCNC(=O)c3c(C)cc(=O)oc3C)CC2)cc1 | -19% | 13% | 27% | 7%
16 | O=C(Nc1cccc(Cl)c1)Nc1ccccc1-n1ccnc1 | -1% | -19% | -18% | 3%
17 | O=c1c2ccccc2c(-c2ccccc2)nn1Cc1ccc(Cl)cc1 | -13% | -4% | 7% | -7%
18 | Cc1cccc(C)c1NC1=NC(=S)N(c2ccc(N(C)C)cc2)C1(C)C | 12% | -3% | -3% | 0%
19 | COc1ccc(NC(=O)CCN2CCN(C/C=C/c3ccccc3)CC2)cc1 | -2% | -10% | -3% | 5%
20 | COc1ccc(C(=O)N2CCOCC2)cc1S(=O)(=O)N1CCCc2ccccc21 | -5% | -4% | 2% | -9%
21 | COc1ccc(CC2(CO)CCN(Cc3ccc4nsnc4c3)CC2)cc1 | -11% | 32%[activator] | -8% | 0%
22 | O=C1NC2(CCCCCC2)C(=O)N1Cc1cccc([N+](=O)[O-])c1 | 1% | -3% | 15% | 10%

no. | aSyn rescue | PTHR1 agonist | EPAC1 ag | EPAC2 ag
6 | -5% | i | 4% | 11%
7 | -1% | i | 13% | 5%
8 | -1% | -12% | -9% | -4%
9 | 2% | -7% | -5% | 2%
10 | 10% | -2% | 13% | -11%
11 | 1% | i | -23% | 2%
12 | 4% | i | 112µM* | 100µM*
13 | 1% | i | 4% | 12%
14 | -10% | i | 3% | -6%
15 | -2% | -32% | 7% | -1%
16 | -3% | i | 2% | -3%
17 | 1% | -4%[57.5 µM] | -1% | 10%
18 | -11% | -8% | 5% | 8%
19 | 1% | i | 0% | 5%
20 | 4% | -17% | 6% | 6%
21 | -3% | i | -5% | -2%
22 | 15% | -10% | 11% | 0%
